V-ATPase pH: yeast V-ATPase proton transport regulation by pHLuorin. 0.37% of 350,000 active. AID 504577. S. cerevisiae, pHLuorin cytosolic pH fluorescence. response, % at 10 µM; in the data active = response mostly above about 7.3%, no sharp cut-off; inactive = mostly below about 5.4%; also: actives read high; inactives centre near 0; some compounds called inactive have numbers as strong as hits; reference of the scale not given here
DAGLB inhibitor: diacylglycerol lipase beta (human) inhibition; Q8NCG7; HEK293T DAGLB membrane lysate, EnzChek fluorogenic substrate; inhibition, % at 5.17 µM; 0.059% of 340,000 active; in the data active = inhibition above about 34%;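 also: 0% = enzyme with vehicle and 100% = wells lacking enzyme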
Target sequence (Q8NCG7 whole entry, looked up): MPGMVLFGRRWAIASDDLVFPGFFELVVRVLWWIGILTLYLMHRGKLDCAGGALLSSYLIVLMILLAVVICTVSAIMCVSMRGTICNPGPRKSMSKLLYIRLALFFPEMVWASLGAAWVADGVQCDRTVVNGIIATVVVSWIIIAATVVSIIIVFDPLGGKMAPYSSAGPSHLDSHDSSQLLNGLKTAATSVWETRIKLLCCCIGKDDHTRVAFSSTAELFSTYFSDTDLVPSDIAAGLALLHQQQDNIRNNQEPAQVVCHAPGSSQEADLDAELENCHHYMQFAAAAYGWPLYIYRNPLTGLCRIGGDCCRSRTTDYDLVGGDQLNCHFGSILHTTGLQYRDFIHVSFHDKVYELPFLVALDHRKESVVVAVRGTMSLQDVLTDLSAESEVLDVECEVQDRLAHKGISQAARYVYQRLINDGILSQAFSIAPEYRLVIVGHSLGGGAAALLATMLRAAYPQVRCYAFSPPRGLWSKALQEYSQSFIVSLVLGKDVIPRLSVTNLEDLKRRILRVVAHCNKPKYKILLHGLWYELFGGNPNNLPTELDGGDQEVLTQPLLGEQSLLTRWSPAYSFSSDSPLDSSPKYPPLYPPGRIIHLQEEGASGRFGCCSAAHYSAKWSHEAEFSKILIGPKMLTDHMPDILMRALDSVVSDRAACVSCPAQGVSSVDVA
HTR5A inv ag: inverse agonist of human HTR5A in OPRM1-OPRD1 counter-screen; P47898; 0.083% of 340,000 active; inhibition, % at 9.3 µM; HTR5A cell line, luminescence, inverse agonism; AID 504634; in the data active = inhibition mostly above about 23%, no sharp cut-off; inactive = mostly below about 18%;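 also: 0% = cells with DMSO and 100% = no-cell wells with DMSO; some compounds called inactive have numbers as strong as hits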
OPRM1-OPRD1 inv: mu-delta opioid heterodimer inverse agonism | AID 504357 | inhibition, % at 9.3 µM | 0.21% of 340,000 active | P35372+P41143 | cell-based MOR-DOR heterodimer luminescence; in the data active = inhibition above about 22%, passing the limit was not always enough;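 also: 0% = cells with DMSO and 100% = wells without cells with DMSO; values of inactives mirror those of a sister screen read the other way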
Arrestin-AP2 inh: blocks beta-arrestin peptide binding to AP2 adaptin; FITC-arrestin peptide / GST-AP2 beads, flow cytometry; AP2 beta2 appendage carries R879A mutation; inhibition, % at 10 µM; 0.31% of 340,000 active;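 active = inhibition above a set limit, near 3 SD of compounds lacking own fluorescence, cut at about 54% in these data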;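 also: plate controls were DMSO wells for no effect and 5 µM unlabelled arrestin peptide for full effect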
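System: GST-AP2 R879A glutathione beads; medium: PBS, Tween 20 0.05%, BSA 0.1%; reagent: fluorescein-tagged arrestin peptide at 50 nM final; schedule: pre-incubation 12 min, peptide binding 1 h, room temperature; detection: flow cytometry, FL1 (488/535 nm); read-out: inhibition as reduced fluorescein signal on beads, percent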
HTR5A ag: activates human HTR5A in OPRM1-OPRD1 agonist counter-screen; AID 504692; P47898; 0.61% of 340,000 active; HTR5A agonist assay, luminescence, cell-based; activation, % at 9.3 µM; in the data active = activation mostly above about 9.5%, no sharp cut-off; inactive = mostly below about 7.6%;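 also: 0% = cells with vehicle only and 100% = reference agonist; strong numbers were not always called active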
PKA-R2B act: activates the human PKA-R2B holoenzyme complex; P22694+P31323; PKA-R2B holoenzyme dissociation, Cy5-IP20 fluorescence polarization; R2B truncated from residue 108, S112A mutant; 0% DMSO only, 100% 113 µM cGMP; activation, % at 11.4 µM; 0.079% of 340,000 active; AID 504700;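 active = activation above a cutoff set at the mean over all compounds plus 3 SD, cut at about 18% in these data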;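 also: higher means more holoenzyme dissociation and a rise in polarization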
Target sequence (P31323 whole entry, looked up, other chains not shown, the tested form may be a part): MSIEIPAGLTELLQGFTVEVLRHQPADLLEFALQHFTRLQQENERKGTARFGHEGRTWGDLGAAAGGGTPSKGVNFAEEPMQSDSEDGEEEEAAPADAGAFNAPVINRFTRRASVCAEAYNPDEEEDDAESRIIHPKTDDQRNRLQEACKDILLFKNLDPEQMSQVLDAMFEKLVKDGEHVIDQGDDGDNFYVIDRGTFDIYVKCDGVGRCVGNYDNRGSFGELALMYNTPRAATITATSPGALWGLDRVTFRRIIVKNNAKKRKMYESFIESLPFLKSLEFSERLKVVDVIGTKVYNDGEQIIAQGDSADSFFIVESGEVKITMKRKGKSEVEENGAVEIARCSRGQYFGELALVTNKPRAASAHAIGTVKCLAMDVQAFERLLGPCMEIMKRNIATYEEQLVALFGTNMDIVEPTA
PKA-R1A activ: PKA-R1A complex activation | PKA-R1A dissociation, Cy5-IP20 fluorescence polarization; scaled: DMSO 0%, 113 µM cGMP 100% | activation, % at 11.4 µM | 0.083% of 340,000 active | AID 504707;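 active = percent activation above the mean of all tested compounds plus 3 SD, cut at about 19% in these data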;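 also: higher means more PKAc released from R1A so a rise in polarization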
DSG3 Ab inh: inhibitors of pemphigus antibody binding to human desmoglein-3. AID 588358. binding (percent of control), % at 10 µM. P32926. DSG3-coupled beads, scFv-anti-DSG3-GFP binding, flow cytometry; hits give low values. 0.48% of 310,000 active;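 active = binding more than 3 SD below its plate's average and above zero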;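 also: hits lower antibody fragment binding to DSG3; some compounds called inactive have numbers as strong as hits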
MOR-DOR ag: agonists of human mu-delta opioid receptor heterodimerization. 0.3% of 340,000 active. AID 504326. activation, % at 9.3 µM. cells, OPRM1-OPRD1 heterodimerization, luminescence. P35372+P41143; in the data active = activation above about 18%;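 also: 0% = vehicle-treated cells and 100% = reference agonist; values of inactives mirror those of a sister screen read the other way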
* marks the source's active call; other numbers are inactive results; . = not tested or not shown.

SMILES | V-ATPase pH | DAGLB inhibitor | HTR5A inv ag | OPRM1-OPRD1 inv | Arrestin-AP2 inh | HTR5A ag | PKA-R2B act | PKA-R1A activ | DSG3 Ab inh | MOR-DOR ag
Cc1ccc(C(=O)OC2CCS(=O)(=O)c3sccc32)cc1 (stereo not drawn) | -5 | -2 | -3 | 13 | -7 | 3 | -5 | -1 | 105 | -3.1
Cc1nc2nc(C)c(CCC(=O)N3CCOCC3)c(C)n2n1 | 3 | -4 | 1 | 13 | 29 | 3 | -14 | -1 | 102 | -2.5
CCc1nc(N2CCN(CC(=O)NCC3CCCO3)CC2)c(C#N)c2c1COC(C)(C)C2 (stereo not drawn) | 2 | 1 | -14 | 10 | 34 | 3 | 5 | -3 | 107 | -2.0
Nc1nonc1C(=Nc1ccc(Br)cc1)NO | -4 | -1 | -33 | -2 | 12 | 11 | -5 | 6 | . | 0.5
COc1ccccc1NC(=O)CN1CCN(C(=O)c2ccco2)CC1 | 0 | 2 | -52 | 9 | 9 | 3 | -8 | -14 | 117 | -1.6
CC(=O)N1CCN(C(=S)c2ccc([N+](=O)[O-])cc2)CC1 | -2 | 0 | 19 | 18 | -2 | 5 | -5 | 3 | 99 | -3.6
CCCc1nc2c([nH]1)C(c1cccnc1)C(C#N)=C(N)O2 (stereo not drawn) | -1 | 0 | 12 | 19 | -5 | -5 | -11 | -15 | 96 | -3.5
CCN(c1ccccc1)S(=O)(=O)c1ccc(C(=O)Nc2cc(C)ccn2)cc1 | -3 | -3 | -17 | 5 | -2 | 7 | 6 | 7 | 90 | -1.1
CC(=O)N1CCCc2cc(S(=O)(=O)N3CCCC(C(=O)N4CCN(c5cc(C)ccc5C)CC4)C3)ccc21 (stereo not drawn) | 0 | 2 | -6 | -8 | 6 | 3 | 7 | -7 | 94 | 1.7
Cc1cccc(NS(=O)(=O)c2ccc(C)c(C(=O)NCc3ccccn3)c2)c1 | -5 | 4 | -11 | 4 | -2 | 1 | 4 | -4 | 96 | -0.5
O=C(Nc1ccc2c(c1)OCO2)C1CC(c2ccccc2O)=NO1 (stereo not drawn) | 6 | -3 | -7 | -11 | 15 | 3 | -9 | 4 | 104 | 2.0
CS(=O)(=O)c1cnc2c(-c3ccc(F)cc3)cnn2c1N | 0 | 2 | -11 | 3 | -4 | 4 | 4 | -4 | 70 | -0.7
Cc1ccccc1C(=O)NC(=S)Nc1ccccc1N1CCCC1 | -1 | -9 | 17 | -20 | -4 | -3 | 12 | -8 | 92 | 4.3
CCC(C)NC(=O)C1CCN(c2nc(OC)nc(OC)n2)CC1 (stereo not drawn) | -1 | 1 | 10 | 8 | -3 | 3 | -9 | 0 | . | -1.3
COc1ccc(/C(O)=C2/C(=O)C(=O)N(c3ccccn3)C2c2ccc(C(C)C)cc2)cc1 (stereo not drawn) | 0 | 2 | -3 | 1 | 10 | 1 | 1 | 3 | 93 | -0.2
CCN(CC)C(=O)[C@H]1CC(CC(=O)NCCCn2ccnc2)C(=O)N2CCc3c([nH]c4ccccc34)[C@]12C (stereo partly drawn) | 2 | -1 | 5 | 15 | 7 | -1 | 5 | -2 | 99 | -3.1
O=C(CSc1ccccc1C(=O)O)NC1CCCCCCC1 | 2 | -2 | 4 | 0 | -3 | 3 | -1 | 9 | 105 | 0.0
Cc1ccccc1C(=O)Nc1nnc(-c2ccco2)s1 | 0 | -7 | 0 | 9 | -1 | -1 | 1 | 7 | 101 | -1.9
CC(NC(=O)Nc1ccccc1)C(c1ccccc1)N1CCOCC1 (stereo not drawn) | -2 | -1 | -1 | 11 | 1 | 0 | 2 | -9 | 100 | -2.1
O=C(Cn1cc2c(n1)CCCC2)NC1CCCCCC1 | 0 | -2 | -5 | 17 | 5 | 2 | 9 | 7 | 108 | -3.5
O=c1c2sccc2nc(SCc2cc(=O)n3cc(Cl)ccc3n2)n1-c1ccc(F)cc1 | 0 | 2 | 6 | 15 | 4 | 0 | -5 | -4 | 105 | -2.7
CSCCC(NC(=O)c1ccccc1Br)C(=O)N1CCCCCCC1 (stereo not drawn) | -4 | 1 | 14 | 12 | -5 | -5 | -1 | -9 | 92 | -1.7
COc1ccc(CNc2nc3ccccc3n2CCN2CCCCC2)cc1 | 0 | 1 | . | . | 6 | . | -4 | -2 | 121 | .
Cc1nn(CC(N)=O)c(=O)c2ccccc12 | 2 | -2 | 5 | 7 | 0 | -2 | 1 | -7 | 76 | -1.2
CN(C(=O)CSc1nncn1C)C1CCCN(Cc2ccccc2F)C1 (stereo not drawn) | -1 | 2 | 5 | 11 | 1 | -1 | -6 | -3 | 103 | -1.9
O=C(COC(=O)C1CCN(S(=O)(=O)c2ccc3c(c2)OCCO3)CC1)NC1CCS(=O)(=O)C1 (stereo not drawn) | 3 | 3 | 10 | 20 | 20 | -4 | -6 | -5 | . | -3.9
COc1ccc(-n2c(COc3ccc(C)cc3)nnc2SCc2ccc(C#N)cc2)cc1 | -1 | -2 | 7 | -5 | 0 | -3 | -2 | -4 | 96 | 0.9
COc1cccc(C2(O)CCN(C(=O)c3cccs3)CC2)c1 | 0 | 0 | 0 | 10 | -5 | 1 | -8 | -4 | 105 | -1.8
CCOC(=O)Nc1ccc2c(c1)C(=NNC(=S)NC)c1ccccc1-2 | -1 | -5 | . | . | . | . | -4 | 2 | 106 | .
OC(CNC1CCCC1)COc1ccc(F)cc1 (stereo not drawn) | -1 | -1 | 5 | 11 | -4 | -1 | -3 | -5 | 100 | -2.2
CC1CCCN(C(=S)NC2CCCC2)C1 (stereo not drawn) | 1 | -2 | -11 | 2 | -8 | 3 | 2 | -17 | 98 | -0.3
COc1ccc(/C=N/NC(=O)Cn2cnc3ccccc3c2=O)cc1OC | 4 | 0 | -15 | 19 | -7 | 0 | 8 | 10 | 101 | -3.5
O=C(NCc1ccccc1)c1cccc(NC(=O)C2CCCC2)c1 | 0 | 0 | 17 | 11 | -12 | -5 | -6 | -10 | 99 | -2.4
Cc1ccc(C(CNC(=O)c2ccc(Br)o2)N2CCN(C)CC2)cc1 (stereo not drawn) | 1 | -2 | 7 | 11 | 15 | 0 | -6 | 0 | 99 | -2.0
O=C(N/N=C/c1ccc(O)cc1O)C(=O)N/N=C/c1ccc(O)cc1O | -4 | 3 | -13 | 1 | 2 | 4 | -3 | 0 | 85 | -0.2
CCOC(=O)C1CCCN(S(=O)(=O)c2ccc3c(c2)N(C(C)=O)CCO3)C1 (stereo not drawn) | 3 | 3 | -4 | 2 | 8 | 3 | 1 | 8 | 104 | -0.4
COc1ccc(OC(=O)c2ccncc2)cc1 | 0 | 1 | -17 | -1 | -7 | -2 | -8 | 4 | . | 0.1
O=C(NCc1ccc(Cl)cc1)N1CCN(Cc2ccccc2)CC1 | 6 | 0 | -1 | 17 | 0 | 8 | -10 | -1 | 91 | -3.5
Cn1c2c(c3ccccc31)CCN=C2c1ccccc1 | 0 | -1 | 17 | -19 | -6 | -1 | 9 | 0 | 104 | 3.4
COc1ccc(-c2nnn(CC(=O)N(C3CCCC3)C(C)C(=O)NC3CCCC3)n2)cc1OC (stereo not drawn) | 6 | 2 | -17 | 2 | -5 | 6 | -5 | -5 | 103 | -0.4

A second format for some results above.
Fields: V-ATPase pH | DAGLB inhibitor | HTR5A inv ag | OPRM1-OPRD1 inv | Arrestin-AP2 inh | HTR5A ag | PKA-R2B act | PKA-R1A activ | DSG3 Ab inh | MOR-DOR ag
CC1CCCN(C(=S)NC2CCCC2)C1 (stereo not drawn)
  1 | -2 | -11 | 2 | -8 | 3 | 2 | -17 | 98 | -0.3
COc1ccc(/C=N/NC(=O)Cn2cnc3ccccc3c2=O)cc1OC
  4 | 0 | -15 | 19 | -7 | 0 | 8 | 10 | 101 | -3.5
O=C(NCc1ccccc1)c1cccc(NC(=O)C2CCCC2)c1
  0 | 0 | 17 | 11 | -12 | -5 | -6 | -10 | 99 | -2.4
Cc1ccc(C(CNC(=O)c2ccc(Br)o2)N2CCN(C)CC2)cc1 (stereo not drawn)
  1 | -2 | 7 | 11 | 15 | 0 | -6 | 0 | 99 | -2.0
O=C(N/N=C/c1ccc(O)cc1O)C(=O)N/N=C/c1ccc(O)cc1O
  -4 | 3 | -13 | 1 | 2 | 4 | -3 | 0 | 85 | -0.2
CCOC(=O)C1CCCN(S(=O)(=O)c2ccc3c(c2)N(C(C)=O)CCO3)C1 (stereo not drawn)
  3 | 3 | -4 | 2 | 8 | 3 | 1 | 8 | 104 | -0.4
COc1ccc(OC(=O)c2ccncc2)cc1
  0 | 1 | -17 | -1 | -7 | -2 | -8 | 4 | . | 0.1
O=C(NCc1ccc(Cl)cc1)N1CCN(Cc2ccccc2)CC1
  6 | 0 | -1 | 17 | 0 | 8 | -10 | -1 | 91 | -3.5
Cn1c2c(c3ccccc31)CCN=C2c1ccccc1
  0 | -1 | 17 | -19 | -6 | -1 | 9 | 0 | 104 | 3.4
COc1ccc(-c2nnn(CC(=O)N(C3CCCC3)C(C)C(=O)NC3CCCC3)n2)cc1OC (stereo not drawn)
  6 | 2 | -17 | 2 | -5 | 6 | -5 | -5 | 103 | -0.4

More entries follow.
SMILES | V-ATPase pH | DAGLB inhibitor | HTR5A inv ag | OPRM1-OPRD1 inv | Arrestin-AP2 inh | HTR5A ag | PKA-R2B act | PKA-R1A activ | DSG3 Ab inh | MOR-DOR ag
COc1ccc(N(CC(O)CN2C(=O)NC(C)(C)C2=O)S(=O)(=O)c2ccccc2)cc1 (stereo not drawn) | 4 | -3 | 20 | -2 | 2 | -3 | -10 | -8 | 100 | 0.4
COc1cc(OC)cc(C(=O)NC(C)c2cnn(-c3ccccc3C)c2C)c1 (stereo not drawn) | -2 | 1 | -23 | 5 | -4 | 3 | 5 | -2 | 100 | -0.7
O=C(CSc1ccccc1C(=O)N1CCN(c2ccc([N+](=O)[O-])cc2)CC1)N1CCCC1 | -2 | 1 | 17 | 0 | -1 | -7 | -8 | -5 | . | 0.1
CCc1nnc(NC(=O)c2cc(OC)c(OC)cc2[N+](=O)[O-])s1 | -2 | 1 | 15 | 11 | 13 | -4 | -1 | -2 | 102 | -2.0
COc1ccc2oc(C(=O)OCC(=O)N(C)C3CCS(=O)(=O)C3)c(C)c2c1 (stereo not drawn) | 2 | -2 | 0 | 15 | 37 | 0 | -4 | -4 | 106 | -2.8
Cn1c(=O)c2c(ncn2CC(=O)Nc2nc3ccc(F)cc3s2)n(C)c1=O | 2 | 0 | . | . | 7 | . | -5 | 1 | 93 | .
COc1ccc(OC)c(C2=NS(=O)(=O)N(C)C(C(=O)NCc3ccco3)=C2)c1 | 2 | -1 | -8 | 3 | 1 | 0 | -4 | 4 | 97 | -0.7
COCCN(CC1CCCN(C2Cc3ccccc3C2)C1)C(=O)CCSC (stereo not drawn) | -2 | -1 | -34 | -4 | 9 | 12 | -3 | 0 | 103 | 0.7

High-throughput results: PubChem, several laboratories
